Compound activity as filed in PubChem.
TDP1 cell noCPT: qHTS for Inhibitors of human tyrosyl-DNA phosphodiesterase 1 (TDP1): qHTS in cells in absence of CPT; DT40 Tdp1-/- hTDP1 cells, no CPT, ATP luminescence, 48 h; Potency, µM (series often up to 46.2 µM), for the others: top-dose activity change, negative = growth inhibition, usual class: inhibitors; actives 15% (n = 420,000); note: nearly all actives have a fitted effect of over 55% in size
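Cells were dispensed at 400 per well, compounds added by pin tool, plates incubated ≥48 hr at 37 °C, then CellTiter-Glo added for 30 min at room temperature before luminescence reading. Line: DT40 Tdp1-/- complemented with hTDP1; camptothecin omitted.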
N370S GC mod: qHTS Assay for Inhibitors and Activators of N370S glucocerebrosidase as a Potential Chaperone Treatment of Gaucher Disease; AID 2101, 2009; Potency, µM (highest dose often 59.4 µM), for inactives: at the top dose activity change, negative = inhibition, actives largely listed as inhibitors; N370S GC spleen homogenate, 4MU-glucoside fluorescence; actives 0.092% (n = 330,000); Lysosomal acid glucosylceramidase (Homo sapiens), P04062;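 note: 0% = full enzyme activity and -100% = no enzyme basal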
TDP1 block: qHTS Assay for Inhibitors of Tyrosyl-DNA Phosphodiesterase (TDP1). actives 0.28% (n = 350,000). recombinant TDP1, AlphaScreen DNA substrate cleavage. Potency, µM (series often up to 130 µM), without a hit: at the highest dose activity change, negative = inhibition, hits mostly inhibitors. Tyrosyl-DNA phosphodiesterase 1 (Homo sapiens), Q9NUW8. AID 485290, 2010; note: nearly all actives have a fitted effect of over 40% in size
Target sequence (Q9NUW8 whole entry, looked up): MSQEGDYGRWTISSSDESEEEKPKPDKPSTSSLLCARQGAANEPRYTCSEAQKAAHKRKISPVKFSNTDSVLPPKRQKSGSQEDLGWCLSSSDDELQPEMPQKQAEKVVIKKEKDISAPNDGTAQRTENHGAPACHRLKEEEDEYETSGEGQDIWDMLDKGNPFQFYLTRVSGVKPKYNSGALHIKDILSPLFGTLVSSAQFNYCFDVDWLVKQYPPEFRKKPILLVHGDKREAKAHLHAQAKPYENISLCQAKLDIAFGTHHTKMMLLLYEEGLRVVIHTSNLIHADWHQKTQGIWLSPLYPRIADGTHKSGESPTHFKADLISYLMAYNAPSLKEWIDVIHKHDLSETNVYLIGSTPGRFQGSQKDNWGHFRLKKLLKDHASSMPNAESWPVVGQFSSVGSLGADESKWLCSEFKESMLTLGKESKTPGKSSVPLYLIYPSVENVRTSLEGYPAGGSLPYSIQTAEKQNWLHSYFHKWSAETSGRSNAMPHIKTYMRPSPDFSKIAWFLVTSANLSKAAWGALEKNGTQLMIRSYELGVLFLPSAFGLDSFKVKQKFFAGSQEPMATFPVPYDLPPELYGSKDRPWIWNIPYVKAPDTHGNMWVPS
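Tdp1 1 nM final; 15 min RT w/ cpd; substrate 15 nM, 5 min; beads 10 ug/ml, 10 min; AlphaScreen read. Neg ctrl: no enzyme.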
Starred values were filed as active, the others as inactive; ? = inconclusive; · = no result given; & = joins results of further samples; [ ] = remark or other dose. Calls come from the whole dose curve; as a rule, active = well fitted curve in the direction sought with a large enough effect; inconclusive = small, poorly fitted or top-dose-only effect, or another doubt; inactive = no such curve, though single readings can be large; an effect the other way counts as inactive or inconclusive. Unless noted, % is set by controls: 0 for no effect and ±100 for the full control effect; potency is the fitted concentration of half-maximal effect. The list is partial, so the mix of outcomes need not match the whole.

SMILES	TDP1 cell noCPT	N370S GC mod	TDP1 block
O=C(O)c1ccccc1C(=O)Nc1c(-c2ccccc2)nc2ccccn12	7.9%	-18.0%	2.7%
O=C(Nc1ccc(C(=O)O)cc1)/C(=C\c1ccccc1)NC(=O)c1ccco1	4.7%	-2.1%	·
CCc1cc(C(=O)c2ccc(OC)cc2)c(NC(=O)CN2CCCC2)s1	?	-12.3%	5.1%
CC(=O)Nc1cccc(OCCCOc2ccc([N+](=O)[O-])cc2)c1	3.66µM*	-7.9%	·
CCCc1cc(=O)oc2cc(C)cc(OCC(=O)Nc3ccccn3)c12	-24.5%	7.8%	0.6%
COc1ccccc1N1CCN(C(=O)CSc2nnc(C)n2C2CC2)CC1	-0.5%	·	-0.3%
CN(C(=O)c1ccc2c(c1)C(=O)N(CCC1=CCCCC1)C2=O)C1CCCCC1	?	2.6%	-6.5%
Cc1ccc(CN2CCN(C3CCN(C(=O)c4ccccc4)CC3)C(=O)C2=O)cc1	-8.3%	·	2.6%
CCN(Cc1ccccc1)S(=O)(=O)c1ccc(F)c(C(=O)Nc2ccc(C(C)C)cc2)c1	18.4µM*	·	-5.2%
Cc1ccc(-c2csc3nc(CN(C)Cc4ccccc4)[nH]c(=O)c23)cc1	25.9µM*	-11.2%	2.7%
COc1cc(NC(=O)C(Cc2ccccc2)NS(=O)(=O)c2cccc3nsnc23)cc(OC)c1 (stereo not given)	16.4µM*	·	4.7%
O=C(OCCNc1ncc(C(F)(F)F)cc1Cl)c1ccc(S(=O)(=O)N2CCOCC2)cc1	-4.5%	-11.0%	6.0%
COc1ccccc1N(C(=O)c1snc(C(N)=O)c1N)C(C(=O)NCc1ccccc1)c1ccc(C)o1 (stereo not given)	?	?	2.3%
OC(CNCc1ccccc1)c1ccccc1 (stereo not given)	-16.5%	1.9%	-2.9%
CC(=O)Oc1ccc2c(c1)cc(C)n2C	-10.6%	0.5%	0.0%
CC(=O)OC[C@H]1O[C@@H](n2ccc(=O)[nH]c2=S)C(OC(C)=O)C1OC(C)=O (stereo not given in full)	-3.3%	4.7%	1.0%
Cc1nc(NCc2ccc(S(N)(=O)=O)cc2)c2c(C)c(C)sc2n1	?	-3.9%	-9.0%
Cc1ccc(S(=O)(=O)N/N=C\c2ccc([N+](=O)[O-])o2)cc1C	?	-1.4%	4.7%
CCOc1ccccc1NC(=O)CN(c1cc(C)cc(C)c1)S(=O)(=O)c1c(C)noc1C	-19.9%	12.7%	4.9%
CCn1c(SCc2ccc(Cl)cc2)nc2nc3c(cc2c1=O)CCCC3	?	6.2%	0.6%
Cc1[nH]c(=O)cc2ccccc12	-24.5%	11.2%	-2.8%
CCCCNCC#CCOc1cc(C)ccc1C(C)C	?	7.2%	3.6%
CCc1ccccc1NC1=NCC(=O)N1Cc1ccccc1	?	1.4%	0.0%
O=C(NCCOc1ccc(F)cc1)c1ccccc1SCc1ccccc1	?	9.0%	-5.4%

Only TDP1 block and TDP1 cell noCPT (2 entries from above):
| SMILES | TDP1 block | TDP1 cell noCPT |
| --- | --- | --- |
| Cc1nc(NCc2ccc(S(N)(=O)=O)cc2)c2c(C)c(C)sc2n1 | -9.0% | ? |
| CCn1c(SCc2ccc(Cl)cc2)nc2nc3c(cc2c1=O)CCCC3 | 0.6% | ? |

(next part)
SMILES	TDP1 cell noCPT	N370S GC mod	TDP1 block
CN1CCN(C(=O)c2cnn(-c3cccc(F)c3)c2C2CCN(C(=O)OC(C)(C)C)CC2)CC1	-7.7%	·	5.3%
COC(=O)CCCC1=CC2=C(c3ccccc3)C(=O)C(C)(OC(=O)C3CCCC3)C(=O)C2=CN1CC1CC1 (stereo not given)	-9.7%	-7.2%[12.8 µM]	3.8%[12.3 µM]
CCOC(=O)C1CCCN(Cc2nc(Cc3ccccc3Cl)no2)C1 (stereo not given)	?	6.0%	·
COc1ccc(-c2noc(C(C)NC(=O)c3ccco3)n2)cc1OC (stereo not given)	-3.6%	1.1%	9.2%
CCNCc1ccccc1OCc1ccccc1	7.5%	-3.3%	1.2%
COc1ccc(OC)c(/C=C/C(=O)OCC(=O)Nc2cccc(C(C)=O)c2)c1	?	9.8%	-5.6%
C=CCN1C(=O)C(Cc2ccc(F)cc2)S/C1=N/N=C/c1ccco1 (stereo not given)	1.1%	2.0%	2.7%
COc1ccccc1N1CCN(C(=O)C2CCN(S(=O)(=O)c3ccccc3)CC2)CC1	-18.8%	1.6%	4.7%
Cc1ccccc1-n1c(SCC(=O)NC(N)=O)nc2sc(-c3ccccc3)cc2c1=O	?	7.1%	0.6%
COC(=O)C1CN(C(=O)C(C)Oc2ccccc2Cl)c2ccccc2O1 (stereo not given)	-3.5%	-3.7%	·
O=C(COC(=O)c1cccs1)NCCN1C(=O)CSC1=O	-0.7%	-0.7%	0.0%
CC(=O)N1CCN(c2ccc(NC(=O)c3ccc(OCc4ccccc4)cc3)cc2)CC1	?	-2.6%	8.1%
Cc1oc(-c2ccc(C(=O)NCc3ccc(F)cc3)cc2)nc1CS(=O)c1ccccc1 (stereo not given)	20.6µM*	·	2.8%
COC(=O)C1=C(N)OC2=C(C(=O)CCC2)C1c1ccc2c(c1)OCO2 (stereo not given)	5.5%	1.8%	·
NC(=O)CC(NC(=O)Cc1ccc(Cl)cc1)c1ccc(NCCc2ccccc2F)c([N+](=O)[O-])c1 (stereo not given)	0.2%	15.9%	0.0%
O=C(Nc1ccc(Cc2nc3ccccc3s2)cc1)c1ccncc1	11.6µM*	-24.9%	·
COC(=O)c1ccc(-c2ccc(C(c3c(C)[nH][nH]c3=O)c3c(C)[nH][nH]c3=O)o2)cc1	?	-10.0%	-11.1%
COc1cc(C)c(NC(=S)Nc2ccc(C)c(Cl)c2)cc1OC	-24.2%	-1.4%	4.5%
Cn1c(SCC(=O)N2CCCC2)nc2cccnc21	-2.4%	0.2%	8.3%
COc1cccc(C2c3c(oc4ccc(C)cc4c3=O)C(=O)N2CCCN2CCOCC2)c1OC (stereo not given)	?	·	2.6%
CCCN1CCCc2cc(CN(CCCN3CCOCC3)C(=O)Nc3ccc(OCC)cc3)ccc21	?	?	0.0%&8.8%
CC(=O)Nc1ccc(S(=O)(=O)N2CCN(Cc3nc4sc(C)c(C)c4c(=O)[nH]3)CC2)cc1	25.3%	-0.4%	0.6%
CC1(NC(=O)CSc2nnc(-c3c[nH]c4ccccc34)n2C2CC2)CCS(=O)(=O)C1 (stereo not given)	-17.5%	·	0.4%
Cc1ccc(S(=O)(=O)N(C)CCCC(=O)Nc2ccc(F)cc2)cc1	-24.9%	7.6%	6.9%
Cc1ccc(NC(=O)C2CCCCC2C(=O)O)cc1C (stereo not given)	5.5%	2.7%	0.0%
Cc1ccc(S(=O)(=O)NCCc2cn3nc(C)c(C)nc3n2)cc1C	18.9%	?	1.8%
COC(=O)c1ccc(Nc2ncnc3sccc23)cc1	-2.0%	-14.7%	·
COc1ccccc1OCCn1c(=O)n(C)c2ccccc21	-18.4%	0.9%	0.0%
O=C(CC1NCCNC1=O)Nc1cccc([N+](=O)[O-])c1 (stereo not given)	?	6.6%	2.5%
O=C(Nc1cccc(S(=O)(=O)N2CCOCC2)c1)C1CCCN(C(=O)c2ccc(Cl)cc2)C1 (stereo not given)	?	-8.0%	6.2%
NC(=O)c1oc2ccccc2c1NC(=O)CS(=O)(=O)c1ccccc1	14.4%	0.5%	2.8%
CC(C)C[C@@H](CC(=O)N[C@@H](CCC(=O)O)CC(=O)O)NC(=O)[C@@H]1CCCC[C@H]1NC(=O)C[C@@H](NC(=O)C[C@H](Cc1ccccc1)NC(=O)[C@@H]1CCCC[C@H]1N)C(C)C	·	-9.1%	9.3%
Cc1ccc(NC(=O)NCc2cccnc2)cc1Cl	19.8%	3.3%	0.6%
COc1ccc(Cn2c(=O)[nH]c3cc(C(=O)Nc4ccccc4C)ccc32)cc1	-23.4%	-5.9%	·
COc1ccc(C(=O)CC2(O)C(=O)Nc3c(C)cccc32)c(OC)c1OC (stereo not given)	-12.6%	·	-6.6%
O=C(CSc1nnnn1C1CC1)N1CCN(Cc2ccccc2F)CC1	8.2%	·	-1.8%[56.1 µM]
CCCCN(C(=O)c1cccc2c(=O)c(C)c(-c3ccccc3)oc12)c1ccccc1	8.2µM*	-1.0%	3.0%
Cc1ccc(N2C(=O)CC(N3CCc4ccccc43)C2=O)cc1Cl (stereo not given)	-2.3%	-9.4%	2.5%
Cc1ccc(NC(=O)C2CCCN(c3ncccn3)C2)cc1C (stereo not given)	-27.8%	-0.7%	10.0%
O=C(COC(=O)COc1cccc(F)c1)Nc1nc2ccccc2s1	-14.5%	·	-0.8%
CC(=O)c1ccc(S(=O)(=O)N(C)CCCC(=O)N2CCN(c3ncccn3)CC2)cc1	?	·	1.9%
Cc1nn2c(NCCCN(C)C)c3c(nc2c1-c1ccccc1)CCC3	29.1µM*	-7.5%	6.0%
Nc1nnc(CSCc2ccc(F)cc2)s1	-4.2%	4.8%	-5.2%
C[C@H](NC(=O)c1ccccc1Cl)C(=O)OCC(=O)NNC(=O)c1cccs1	-14.9%	-5.0%	-10.7%
CCOC(=O)C1=C(N)N2C(=O)C(C)SC2=C(C(=O)OCC)C1c1ccccc1 (stereo not given)	-5.7%	5.9%	-5.0%
O=C(NC(C(=O)N1CCCC1C(=O)O)=C1CCCCC1)c1ccccc1 (stereo not given)	-11.6%	28.7%	-4.4%
Cc1ccc2[nH]c(=O)c(CNC(C)(C)C)cc2c1	-14.8%	·	-2.9%
CC(C)(C)OC(=O)CNC(=O)c1[nH]cnc1C(=O)NCC(=O)OCc1ccccc1	?	4.8%	·
COc1ccc(NC(=O)c2oc3ccccc3c2NC(=O)COc2ccc(C(C)C)cc2)c(OC)c1	-18.1%	·	-3.8%
COc1ccccc1NS(=O)(=O)c1ccc(C)c(NC(=O)c2c(C)noc2C)c1	?	·	0.7%
Cc1cccc(OCC(O)CN2CCN(c3ccccn3)CC2)c1C (stereo not given)	14.4%	-6.5%	10.4%
COc1cc(OC)cc(-c2nc3cc(C)ccc3o2)c1	?	8.2%	-10.9%
Cc1cc(C)c(S(=O)(=O)N2CCN(S(=O)(=O)N3CCOCC3)CC2)c(C)c1	-25.0%	2.8%	0.4%
CCSc1nnc2ccc(-c3cccs3)nn12	-15.9%	-11.1%	3.6%

Molecules above that contain an aryl methoxy group (15):
SMILES	TDP1 cell noCPT	N370S GC mod	TDP1 block
CCc1cc(C(=O)c2ccc(OC)cc2)c(NC(=O)CN2CCCC2)s1	?	-12.3%	5.1%
COc1ccccc1N1CCN(C(=O)CSc2nnc(C)n2C2CC2)CC1	-0.5%	·	-0.3%
COc1cc(NC(=O)C(Cc2ccccc2)NS(=O)(=O)c2cccc3nsnc23)cc(OC)c1 (stereo not given)	16.4µM*	·	4.7%
COc1ccccc1N(C(=O)c1snc(C(N)=O)c1N)C(C(=O)NCc1ccccc1)c1ccc(C)o1 (stereo not given)	?	?	2.3%
COc1ccc(-c2noc(C(C)NC(=O)c3ccco3)n2)cc1OC (stereo not given)	-3.6%	1.1%	9.2%
COc1ccc(OC)c(/C=C/C(=O)OCC(=O)Nc2cccc(C(C)=O)c2)c1	?	9.8%	-5.6%
COc1ccccc1N1CCN(C(=O)C2CCN(S(=O)(=O)c3ccccc3)CC2)CC1	-18.8%	1.6%	4.7%
COc1cc(C)c(NC(=S)Nc2ccc(C)c(Cl)c2)cc1OC	-24.2%	-1.4%	4.5%
COc1cccc(C2c3c(oc4ccc(C)cc4c3=O)C(=O)N2CCCN2CCOCC2)c1OC (stereo not given)	?	·	2.6%
COc1ccccc1OCCn1c(=O)n(C)c2ccccc21	-18.4%	0.9%	0.0%
COc1ccc(Cn2c(=O)[nH]c3cc(C(=O)Nc4ccccc4C)ccc32)cc1	-23.4%	-5.9%	·
COc1ccc(C(=O)CC2(O)C(=O)Nc3c(C)cccc32)c(OC)c1OC (stereo not given)	-12.6%	·	-6.6%
COc1ccc(NC(=O)c2oc3ccccc3c2NC(=O)COc2ccc(C(C)C)cc2)c(OC)c1	-18.1%	·	-3.8%
COc1ccccc1NS(=O)(=O)c1ccc(C)c(NC(=O)c2c(C)noc2C)c1	?	·	0.7%
COc1cc(OC)cc(-c2nc3cc(C)ccc3o2)c1	?	8.2%	-10.9%
